# MCF10A rereplic = inducers of DNA re-replication in MCF 10A breast cells | 350,000 tested, 2.9% active | AID 624296 | MCF 10A DNA re-replication, Hoechst nuclear intensity, 48 h | Potency, µM (titrated, usually from 46.1 µM), inactives show top-dose activity, positive = re-replication, hits mostly activators; also: % of control where 0% means no effect; nearly all actives have a fitted effect of over 50% in size
# ATXN viability = reduces viability in counter-screen for ATXN expression inhibitors; 400,000 tested, 0.49% active; Potency, µM (series often up to 56.7 µM), hits mostly cytotoxic; S2 cells (HEK-293 line with an ATXN2-luciferase reporter) viability, CellTiter-Fluor protease fluorescence, 24 h; also: nearly all actives have a fitted effect of over 40% in size
# HepG2 tox = kills HepG2 cells in TGF-b inhibitor counter-screen | HepG2 CAGA-GFP viability, ATP luminescence, 18 h | Potency, µM (titrated, usually from 46.1 µM), for inactives: top-dose activity change, negative = cytotoxicity, most hits filed as cytotoxic | 410,000 tested, 0.76% active | AID 588856; also: some results filed as inactive show a strong effect at the top dose
#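 CellTiter-Glo luminescence gave cytotoxicity after 18 hours at 37 degrees C. The cells were HepG2 CAGA-GFP in 1% FBS DMEM, stimulated with 500 pg/mL TGF-beta after compound addition. %Activity was normalised to no-cell wells (complete cell-killing) and DMSO (no toxicity), and curves were fitted and classified.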
# EPAC2 antag = EPAC2 (human) antagonism; Q8WZA2; EPAC2 GEF exchange of Rap1B-BODIPY-GDP, fluorescence; Potency, µM (top dose mostly 114 µM), without a hit: at the highest dose activity, negative = inhibition, hits mostly inhibitors; 360,000 tested, 0.18% active; also: % is scaled to controls: 0 for no effect and ±100 for the full control effect; nearly all actives have a fitted effect of over 45% in size; many of its hits are not listed in these tables
# Target sequence (Q8WZA2 whole entry, looked up): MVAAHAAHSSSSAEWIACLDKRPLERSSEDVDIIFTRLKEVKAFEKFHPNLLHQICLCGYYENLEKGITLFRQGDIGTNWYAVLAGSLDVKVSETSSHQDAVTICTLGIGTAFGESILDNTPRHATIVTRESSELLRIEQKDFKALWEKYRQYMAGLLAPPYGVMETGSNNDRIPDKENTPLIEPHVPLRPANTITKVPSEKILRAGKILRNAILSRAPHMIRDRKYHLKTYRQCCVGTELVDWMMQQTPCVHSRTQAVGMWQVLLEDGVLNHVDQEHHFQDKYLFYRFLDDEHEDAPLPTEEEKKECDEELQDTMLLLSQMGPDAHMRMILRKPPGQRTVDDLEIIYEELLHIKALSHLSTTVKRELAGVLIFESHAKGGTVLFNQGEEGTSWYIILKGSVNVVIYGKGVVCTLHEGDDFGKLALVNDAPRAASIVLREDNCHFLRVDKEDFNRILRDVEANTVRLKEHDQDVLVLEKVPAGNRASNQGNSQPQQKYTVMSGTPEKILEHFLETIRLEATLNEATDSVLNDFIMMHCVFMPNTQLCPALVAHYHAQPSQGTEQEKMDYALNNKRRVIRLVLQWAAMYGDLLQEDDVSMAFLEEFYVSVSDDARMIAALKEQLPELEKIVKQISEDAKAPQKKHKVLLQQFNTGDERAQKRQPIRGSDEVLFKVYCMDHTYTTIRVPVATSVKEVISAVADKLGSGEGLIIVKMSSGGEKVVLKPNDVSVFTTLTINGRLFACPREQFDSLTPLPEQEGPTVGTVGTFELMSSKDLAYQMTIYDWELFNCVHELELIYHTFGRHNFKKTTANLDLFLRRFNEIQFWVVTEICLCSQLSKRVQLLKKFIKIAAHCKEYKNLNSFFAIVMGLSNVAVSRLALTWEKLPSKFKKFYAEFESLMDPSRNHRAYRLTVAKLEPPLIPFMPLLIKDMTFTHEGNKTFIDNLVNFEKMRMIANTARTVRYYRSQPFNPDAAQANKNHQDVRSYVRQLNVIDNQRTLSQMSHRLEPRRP
# Nrf2 block = Nrf2 pathway inhibition | AID 504444 | A549 ARE-Fluc reporter, luciferase luminescence, 18-24 h | Potency, µM (highest dose often 46 µM), for the others: top-dose activity change, negative = inhibition, usual class: inhibitors | 360,000 tested, 2.1% active; also: % is scaled to controls: 0 for no effect and ±100 for the full control effect; nearly all actives have a fitted effect of over 60% in size
#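 Nrf2 activity is the BugLite luminescence, read 15 min after reagent at room temperature, following CellTiter-Fluor cytotoxicity readout (30 min, 37C). Compound titrations were applied for 18-24 h to 5000 A549 ARE_Fluc cells/well in 5% FBS OPTI-MEM.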
# Nrf2 ARE act = activates Nrf2 signaling; AREc32 ARE-luciferase reporter (MCF7-derived line), luminescence, 24 h; 410,000 tested, 0.31% active; AID 624171; Potency, µM (doses to about 46.1 µM), without a hit: top-dose activation, usual class: activators; also: % of control where 0% means no effect; nearly all actives have a fitted effect of over 65% in size
#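 Reporter line AREc32 (ARE-Fluc), seeded overnight in OPTI-MEM with 5% FBS; compound pin-transferred, 24 hr at 37 deg C, 5% CO2; luminescent read-out.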
# TGFb inhibitor = inhibitors of TGF-b signaling. Potency, µM (top dose mostly 46.1 µM), for inactives: at the top dose activity, negative = inhibition, usual class: inhibitors. HepG2 CAGA-GFP TGF-b/SMAD3 reporter, GFP fluorescence, 18 h; TGF-beta stimulated, 500 pg/mL final. 410,000 tested, 1.2% active. AID 588855; also: % is scaled to controls: 0 for no effect and ±100 for the full control effect; nearly all actives have a fitted effect of over 65% in size
#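 Read-out: total well GFP (ex488/em500-530) summed from mean per-cell fluorescence. Cells: HEPG2 CAGA-GFP, 1% FBS DMEM, 18 h at 37 degrees C with 500 pg/mL final TGF-beta. Unstimulated wells served as the full-inhibition control; stimulated DMSO wells = 0%.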
# A549 tox = kills or reduces viability of A549 cells in Nrf2 counter-screen. A549 ARE-Fluc cells, CellTiter-Fluor viability, 18-24 h. Potency, µM (highest dose often 46 µM), for the others: top-dose activity change, negative = cytotoxicity, hits mostly inhibitors. 390,000 tested, 0.16% active. AID 504648; also: % is scaled to controls: 0 for no effect and ±100 for the full control effect
#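 A549 ARE-Fluc cells in 5% FBS OPTI-MEM, 5000 cells/well, rested 2 h then exposed to compounds in concentration-response for 18-24 h at 37 °C. Viability by CellTiter-Fluor fluorescence (Ex 405/Em 525) after 30 min; luciferase luminescence (BugLite, 15 min, RT) read afterwards.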
# ATXN2 expr inh = reduces ATXN2 reporter expression in HEK-293 cells; AID 1745845; 360,000 tested, 0.72% active; Potency, µM (doses to about 57 µM), for the others: at the top dose activity change, negative = inhibition, usual class: inhibitors; HEK-293 ATXN2-luciferase reporter, luminescence, 24 h; also: % is scaled to controls: 0 for no effect and ±100 for the full control effect; nearly all actives have a fitted effect of over 55% in size
#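 ATXN2-luciferase reporter cells (luciferase flanked by upstream and downstream ATXN2 gene portions) were treated 24 h at 37 °C with compounds at up to 57 uM. SteadyGlo luminescence gave expression; GF-AFC fluorescence gave viability.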
# The depositor's hits bear a star; i = inactive; ? = inconclusive; · = not tested or not shown; [ ] = another dose, or the depositor's remark. Calls follow the shape of the dose curve; as a rule, active = well fitted curve in the direction sought with a large enough effect; inconclusive = small, poorly fitted or top-dose-only effect, or another doubt; inactive = no such curve, though single readings can be large; an effect the other way counts as inactive or inconclusive. Potency is read from the fitted curve at half-maximal effect. Only part of the results is shown. The share of hits here may be higher or lower than overall.
SMILES,MCF10A rereplic,ATXN viability,HepG2 tox,EPAC2 antag,Nrf2 block,Nrf2 ARE act,TGFb inhibitor,A549 tox,ATXN2 expr inh
CC(C)Oc1ccc(S(=O)(=O)N2CCCCC2)cc1NC(=O)C1CCCC1,-8.6%,i,0.4%,-4.7%,-3.0%,-0.1%,-0.6%,4.9%,-2.5%
CCC/C=N/NC(=O)c1ccccc1O,-2.9%,i,3.9%,3.1%,11.8%,-0.6%,-1.1%,1.1%,3.3%
Cc1ccc(S(=O)(=O)N(C)C[C@H]2OCc3cn(nn3)CCCC(=O)N([C@H](C)CO)C[C@@H]2C)cc1,·,i,0.0%,4.5%,·,-0.7%,18.0%,·,11.1%
CCOc1ccc(C(C(=O)NCC2CCCO2)N(CCc2cccc(C)c2)C(=O)c2snc(C(N)=O)c2N)cc1 (centres undefined),?,i,-7.0%,-12.8%,-19.8%,-0.7%,8.8%,-18.0%,-1.6%
COc1ccc(Nc2cccccc2=O)cc1,-183.1%[0.0737 µM],i,1.4%,2.6%,2.0%,-0.4%,-12.4%,-14.1%,60.6%[activator]
NC(=O)c1cc(NC(=O)CCc2nc3ccccc3s2)cc(C(N)=O)c1,0.1%,i,8.0%,8.4%,11.9%,0.5%,24.3%,1.0%,-23.8%
CC(C)N(C(=O)CSc1ccc(S(=O)(=O)N2CCCCC2)cn1)C(C)C,-3.2%,i,-11.9%,4.0%,-22.8%,0.4%,-12.4%,0.7%,-2.3%
O=C(COC(=O)/C=C/c1ccc(S(=O)(=O)N2CCc3ccccc32)cc1)NC1CCS(=O)(=O)C1 (centres undefined),-5.0%,·,6.5%,-7.8%,1.8%,-0.4%,6.6%,-0.5%,-9.3%[11.3 µM]
CCCSc1nnc(-c2cnn(-c3ccccc3)c2-n2cccc2)n1C,4.4%,i,11.2%,8.1%,·,0.2%,3.0%,-1.4%,7.0%
Cc1cnc2c(c1SCC(=O)NCc1ccccc1Cl)c(=O)n(C)c(=O)n2C,·,i,-13.6%,·,·,0.0%,?,6.4%,4.2%
NS(=O)(=O)c1ccc(N2N=C(c3ccccc3)CC2c2cccc(F)c2)cc1 (centres undefined),2.59µM*,i,-83.2%,-4.9%,-16.0%,5.6%,?,-11.8%,2.2%
O=C1/C(=C\c2ccc(C(F)(F)F)cc2)CSc2sccc21,11.5%,i,-35.5%,?,16.5%,3.0%,-24.4%,12.0%,·
Cc1ccc(S(=O)(=O)N2CCC(NC(=O)c3cccc(C)c3)CC2)cc1,-1.0%,i,-3.6%,7.0%,3.1%,0.4%,-0.4%,-5.0%,-30.4%
O=C(Cc1cccc2ccccc12)NCCC1=CCCCC1,-2.4%,i,-3.5%,-9.3%,-21.5%,-0.1%,-5.7%,1.0%,1.3%
COc1cc(C2SCC(=O)N2c2nnc(C34CC5CC(CC(C5)C3)C4)s2)cc(OC)c1OC (centres undefined),-15.3%,i,0.5%,9.4%,3.5%,-0.6%,1.8%,-6.2%,-9.2%
COc1ccc(NC(=O)Cn2c(=O)n(-c3ccc(C)c(C)c3)c(=O)c3c(C)c(C)sc32)cc1,·,?,3.9%,·,0.0%[9.27 µM],1.5%,1.7%,-14.3%,4.5%
O=C(Nc1ccccc1Cl)c1cc(C2CCCCN2S(=O)(=O)c2ccccc2)on1 (centres undefined),·,i,-17.1%,-2.0%,·,0.0%[9.22 µM],-2.7%,·,-18.2%
Fc1ccc(/C=N/Nc2nc(-c3cccnc3)nc3ccccc23)cc1,?,?,-163.9%,2.3%,?,3.8%,0.0%,-11.1%,?
CCCCn1c(SCC(=O)N2CCC(C)CC2)nc2cc(S(N)(=O)=O)ccc21,20.1%,i,-9.3%,-16.3%,2.2%,2.2%,25.8%,?,1.6%
Fc1ccc2cc(-c3ccccc3F)ncc2c1,-4.3%,i,-30.1%,-29.5%,?,?,-18.2%,4.2%,47.9%[activator]
CCCCN(C(=O)c1cccc(-n2cnnn2)c1)c1c(N)n(CCCC)c(=O)[nH]c1=O,·,i,-2.7%,19.9%,·,-1.2%,11.9%,·,·
Cc1ccc(CCNc2nc3ccccc3c3nc(-c4ccccc4)nn23)cc1,·,i,7.6%,·,-3.3%,-0.4%,-0.2%,-1.5%,1.7%
CCCCOC(=O)Nc1nccs1,0.1%,i,-12.3%,0.6%,2.7%,0.0%,-13.9%,-2.2%,16.8%
Cc1ccc(C)c(S(=O)(=O)NCc2ccc(C(=O)N3CCCCCC3)cc2)c1,?,i,-31.2%,9.3%,-8.5%,6.0%,-10.0%,?,-7.4%
COc1ccccc1C(NC(=O)C1CCN(CCOc2ccc(Cl)cc2Cl)CC1)c1ccccn1 (centres undefined),·,20µM*,12.6µM*,1.7%,·,18.7%,?,·,31.6µM*
O=C1c2ccccc2C2=Nc3ccccc3SC(c3ccccc3F)C12 (centres undefined),6.51µM*,i,-27.7%,-17.7%,23.1µM*,5.1%,?,?,-16.2%
Nc1cc(=O)[nH]c(=O)n1-c1ccc(Cl)cc1,-0.5%,i,2.6%,0.3%,-18.6%,-1.6%,2.3%,4.5%,-10.9%
COc1cc(/C=C2\CCC(C3CCCC3)C2=O)cc(OC)c1OC (centres undefined),21.6%,i,-16.4%,-10.3%,-2.7%,2.3%,-0.6%,0.2%,27.3%
O=C1CCCc2c1cc(-c1ccccc1)n2-c1ccc(O)cc1,?,i,-21.4%,-2.4%,-27.3%,10.7%,-23.0%,21.6%,5.6%
CCOC(=O)Cc1c(C)nc2c(C#N)c[nH]n2c1=O,1.5%,i,11.2%,15.3%,4.4%,0.4%,-0.7%,-5.1%,4.7%

# Exported tab-delimited: 2 of the compounds above.
Structure	MCF10A rereplic	ATXN viability	HepG2 tox	EPAC2 antag	Nrf2 block	Nrf2 ARE act	TGFb inhibitor	A549 tox	ATXN2 expr inh
COc1ccc(Nc2cccccc2=O)cc1	-183.1%[0.0737 µM]	i	1.4%	2.6%	2.0%	-0.4%	-12.4%	-14.1%	60.6%[activator]
Nc1cc(=O)[nH]c(=O)n1-c1ccc(Cl)cc1	-0.5%	i	2.6%	0.3%	-18.6%	-1.6%	2.3%	4.5%	-10.9%

# The list goes on.
SMILES,MCF10A rereplic,ATXN viability,HepG2 tox,EPAC2 antag,Nrf2 block,Nrf2 ARE act,TGFb inhibitor,A549 tox,ATXN2 expr inh
Cn1cc(Br)c(-c2cccc(NC(=O)CCCC(=O)O)c2)n1,14.4%,i,1.0%,-1.7%,9.4%,-0.4%,0.8%,-9.1%,-18.3%
Cc1ccc(O)c(CNn2cnnc2)c1,3.6%,i,-4.5%,11.9%,-4.6%,0.1%,2.2%,16.2%,4.4%
Cc1cc(C)nc(-n2nc(C)c(Br)c2Nc2ccc(Br)cc2)n1,8.8%,i,-29.4%,-1.9%,?,4.4%,0.9%,-23.8%,-9.7%
CC(=O)c1ccc(N2CCN(S(=O)(=O)c3ccc4c(c3)CC(C)N4C(C)=O)CC2)cc1 (centres undefined),2.4%,i,-15.7%,-29.4%,5.8µM*,4.1%,-25.6%,-12.9%,-33.2%
CSc1ccccc1NC(=O)CN(C)C(=O)CNC(=O)c1ccc(Oc2ccccc2)cc1,·,?,-29.3%,-20.2%,·,5.4%,-5.8%,·,·
C=CCn1c2[n+](c3ccccc3c1=O)CCCCC2,2.9%,i,-17.9%,3.8%,-4.3%,-0.7%,4.1%,9.0%,1.4%
Cc1cc(C)c([N+](=O)[O-])cc1NC(=O)CCS(=O)(=O)c1ccccc1,-4.6%,i,6.1%,4.3%,0.0%,-0.2%,-0.3%,14.0%,·
CC(=O)OCC(NC(=O)C1CCCN1C(=O)OC(C)(C)C)C1OC(n2ccc(=O)[nH]c2=O)C(OC(C)=O)C1OC(C)=O (centres undefined),·,·,14.1%,·,18.8%,·,-3.7%,7.9%,·
Cc1c(C(=O)NCc2ccc(F)cc2)sc2nc3n(c(=O)c12)CCC3,·,·,-8.9%,·,-16.0%,0.6%,1.4%,1.3%,·
S=C(NCCc1ccccn1)Nc1ccccc1,1.8%[9.22 µM],i,-18.3%,-0.2%,4.9%,0.7%,-12.3%,0.4%,-14.1%
Oc1oc(-c2ccco2)nc1C=Nc1cccc(Cl)c1,-3.2%,i,-12.7%,-4.0%,·,7.6%,-27.6%,5.2%,-3.7%
COc1ccccc1-n1cnc2cc(NS(=O)(=O)c3ccccc3)ccc21,21.6%,i,-11.6%,-1.3%,-18.4%,0.0%,-12.0%,-0.1%,24.5%
COc1cc(OC)cc(C(=O)Nc2ccc(N(C)C)c3ccccc23)c1,-0.9%,i,-3.4%,13.6%,21.1%,2.4%,0.9%,23.4%,-0.7%
Cc1cccc2cc(C(c3nnnn3CC3CCCO3)N3CCOCC3)c(=O)[nH]c12 (centres undefined),-1.1%,i,-0.9%,7.3%,2.6%,-0.5%,5.7%,-8.2%,2.8%
CSc1ncccc1C(=O)NCC1CCCCC1,0.9%,i,0.4%,-1.1%,-5.2%,0.1%,5.8%,-1.1%,-5.2%
CCCSc1nnc(Cc2cc(=O)[nH]c(=O)[nH]2)n1-c1cc(C)ccc1C,-6.7%,i,10.2%,-1.7%,3.7%,-0.4%,6.9%,-6.9%,0.7%
CCOc1ccc(CCNc2cc(C)nc3ncnn23)cc1OCC,0.2%,i,-17.8%,0.2%,?,-0.1%,-17.5%,-10.0%,-8.6%
Fc1ccc(CN2CCCCCCC2)cc1,-12.1%,i,21.7%,16.2%,7.0%,0.1%,7.7%,-5.3%,6.8%
CCOC(=O)c1c(NC(=O)COC(=O)CCOc2ccccc2C)sc(C(=O)NC)c1C,6.1%,i,-5.0%,-1.5%,15.8%,-0.6%,8.5%,6.2%,-8.5%
COc1ccc(S(=O)(=O)N2CCN(c3ncccn3)CC2)cc1,-0.3%,i,-12.1%,-10.5%,-1.9%,0.5%,-2.2%,-2.7%,·
Cc1sc(NC(=S)NC(=O)c2ccccc2)c(C#N)c1C,?,i,-2.7%,0.7%,?,?,-11.5%,-28.8%,11.9%
CCOC(=O)CSc1nncc2ccc(OC)c(OC)c12,-5.0%,i,0.7%,8.3%,11.0%,0.3%,-8.1%,-1.9%,2.0%

# Screens as filed in PubChem.
